Source: PubChem
TLR9-MyD88 inh: blocks human TLR9 binding to MyD88; Q9NR96+Q99836; CHO BLA complementation TLR9-MyD88, CCF4 FRET ratio; inhibition, % at 4.98 µM; 0.21% of 340,000 active;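 active means inhibition above the mean over all tested compounds plus 3 SD, cut at about 21% in these data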;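 further: 0% = DMSO only wells and 100% = clavulanate BLA inhibitor control wells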
MC4R ag barr: activates human MC4R beta-arrestin recruitment; P32245; U2OS MC4R beta-arrestin complementation, luminescence; percent of melanotan II response, DMSO zero; activation, % at 8.9 µM; 0.98% of 360,000 active; AID 540308;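 active means activation above a per-plate cutoff, the mean activation of sample wells on that plate plus 3 SD, cut at about 8% in these data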
SRC2 inh: human SRC2 (NCOA2) inhibition; 0.17% of 370,000 active; AID 651957; inhibition, % at 9 µM; Q15596; HEK293 GAL4-SRC2 luciferase reporter, luminescence;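 active means inhibition above the mean inhibition of all tested compounds plus 3 SD, set per campaign, cut at about 52% in these data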;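 further: 0% = DMSO treated cells and 100% = cells given Gossypol at 36 µM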
LMP1 NFkB inh: inhibitors of Epstein-Barr LMP1-induced NF-kappaB reporter; LMP1-induced NF-kappaB luciferase reporter cells, luminescence; inhibition, % at 12.5 µM; 0.69% of 350,000 active; AID 504558; in the data active means inhibition above about 41%;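 further: 0% = neutral control wells and 100% = reference inhibitor control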
NR2F2 inh: inhibitors of human COUP-TFII (NR2F2); HEK293T NGFI-A luciferase reporter, luminescence; inhibition, % at 8.6 µM; 0.7% of 370,000 active;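 active means inhibition above a per-plate cutoff, mean inhibition of test wells between control levels plus 3 SD, cut at about 38% in these data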;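 further: cells cotransfected with COUP-TFII expression vector driving the NGFI-A reporter; 0% = median of COUP-TF2 test wells and 100% = reporter-only cells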
SRC1 inh: inhibits human SRC1 coactivator; AID 588354; inhibition, % at 3.6 µM; Q15788; HEK293 GAL4-SRC1 luciferase reporter, luminescence; 0.12% of 360,000 active;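 active means inhibition above the campaign mean plus 3 SD, with each screening campaign given its own cutoff, cut at about 60% in these data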;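 further: 0% = DMSO treated cells and 100% = gossypol at 36 µM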
Target sequence (Q15788 whole entry, looked up, the tested form may be a part): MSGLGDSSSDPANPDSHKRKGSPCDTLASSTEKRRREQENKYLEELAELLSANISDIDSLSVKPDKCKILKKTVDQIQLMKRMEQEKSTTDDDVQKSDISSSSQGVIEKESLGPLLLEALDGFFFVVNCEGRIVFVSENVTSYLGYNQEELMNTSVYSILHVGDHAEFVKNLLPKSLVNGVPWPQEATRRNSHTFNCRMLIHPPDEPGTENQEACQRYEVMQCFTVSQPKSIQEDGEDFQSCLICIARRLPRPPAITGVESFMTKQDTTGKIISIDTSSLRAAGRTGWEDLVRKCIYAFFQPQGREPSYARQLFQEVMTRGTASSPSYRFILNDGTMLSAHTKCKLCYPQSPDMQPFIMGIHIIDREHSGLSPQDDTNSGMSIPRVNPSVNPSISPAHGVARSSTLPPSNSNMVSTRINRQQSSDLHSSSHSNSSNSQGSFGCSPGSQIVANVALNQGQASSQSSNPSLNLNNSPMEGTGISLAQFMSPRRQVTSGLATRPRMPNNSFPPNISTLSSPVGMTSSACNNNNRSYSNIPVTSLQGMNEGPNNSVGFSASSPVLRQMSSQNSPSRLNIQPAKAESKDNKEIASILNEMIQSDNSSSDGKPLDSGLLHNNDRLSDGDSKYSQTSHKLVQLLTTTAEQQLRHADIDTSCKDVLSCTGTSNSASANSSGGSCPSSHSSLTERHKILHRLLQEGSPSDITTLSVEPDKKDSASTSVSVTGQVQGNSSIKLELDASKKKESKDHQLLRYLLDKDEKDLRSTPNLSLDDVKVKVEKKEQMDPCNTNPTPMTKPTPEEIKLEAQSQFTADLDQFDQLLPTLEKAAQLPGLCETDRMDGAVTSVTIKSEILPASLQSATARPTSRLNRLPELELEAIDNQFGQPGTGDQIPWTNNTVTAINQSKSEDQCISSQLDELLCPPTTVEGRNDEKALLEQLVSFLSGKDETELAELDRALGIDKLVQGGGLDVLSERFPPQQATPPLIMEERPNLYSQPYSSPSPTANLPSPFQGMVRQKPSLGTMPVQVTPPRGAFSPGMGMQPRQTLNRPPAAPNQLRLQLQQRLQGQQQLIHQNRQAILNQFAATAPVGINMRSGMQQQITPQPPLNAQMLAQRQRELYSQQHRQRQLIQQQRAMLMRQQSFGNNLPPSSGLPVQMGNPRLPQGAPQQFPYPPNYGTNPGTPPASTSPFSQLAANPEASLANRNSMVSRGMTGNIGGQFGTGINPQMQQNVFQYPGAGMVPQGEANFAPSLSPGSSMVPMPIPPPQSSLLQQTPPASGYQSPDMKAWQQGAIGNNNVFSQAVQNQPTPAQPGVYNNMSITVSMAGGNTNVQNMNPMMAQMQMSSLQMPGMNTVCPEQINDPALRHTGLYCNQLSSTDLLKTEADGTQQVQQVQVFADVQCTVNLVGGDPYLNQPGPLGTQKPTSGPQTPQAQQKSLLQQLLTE
NCOA3 inh: inhibits human SRC3 coactivator; 0.17% of 360,000 active; inhibition, % at 3.6 µM; Q9Y6Q9; HEK293 GAL4-SRC3 luciferase reporter, luminescence;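 active means inhibition above a per-campaign cutoff, the mean of all compounds plus 3 SD, cut at about 60% in these data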;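 further: 0% = DMSO-treated cells and 100% = gossypol-treated cells at 36 µM; higher means less SRC3-driven luciferase light from the GAL4 reporter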
MC4R antag cAMP: blocks human MC4R cAMP signaling | MC4R-expressing cells, MTII-stimulated cAMP, LANCE TR-FRET | AID 540295 | inhibition, % at 6.5 µM | 0.48% of 360,000 active | P32245;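 active means inhibition above its plate's cutoff, the mean of tested wells on that plate plus 3 SD, cut at about 29% in these data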;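 further: 0% = Melanotan II alone and 100% = Melanotan II plus saturating MCL0020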
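System: U2OS-MC4R stable cell line; Technique: Eu-cAMP/anti-cAMP TR-FRET, emission 671 nm; Repeats: single well per compound; Also added: Melanotan II; Dosing: one concentration, 6.5 µM nominal; Schedule: 30-min compound, 1-h challenge, 1-h detection, room temperature.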
LRH-1 inv ag: inverse agonists of human LRH-1 (NR5A2); 0.13% of 360,000 active; O00482; inhibition, % at 3.6 µM; HEK293T StAR-luciferase reporter, LRH-1 transfected, 24 h; AID 602396;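 active means inhibition above the mean inhibition of all tested compounds plus 3 SD, cut at about 73% in these data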;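 further: 0% = DMSO wells and 100% = reporter-only cells lacking LRH-1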
ABHD5 PLIN5 PPI: ABHD5-PLIN5 protein interaction inhibition; Split G. princeps luciferase complementation, luminescence, 4 h; 0.78% of 360,000 active; Q00G26+Q8WTS1; AID 602281; inhibition, % at 4 µM;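 active means inhibition above the mean inhibition across every tested compound plus 3 SD, cut at about 22% in these data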;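 further: 0% = DMSO only wells and the 100% control is not disclosed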
NOD2-RIPK2 inh: inhibitors of human NOD2-RIPK2 interaction | CHO BLA complementation NOD2-RIPK2, CCF4 ratio | 0.38% of 360,000 active | inhibition, % at 4.98 µM | O43353; in the data active means inhibition above about 21%;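 further: 0% = vehicle only and 100% = reference blocker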
Active calls of the source: *; . = not tested or not shown. These rows are one share of the data. The share of hits here may be higher or lower than overall.

Under each structure: TLR9-MyD88 inh	MC4R ag barr	SRC2 inh	LMP1 NFkB inh	NR2F2 inh	SRC1 inh	NCOA3 inh	MC4R antag cAMP	LRH-1 inv ag	ABHD5 PLIN5 PPI	NOD2-RIPK2 inh
- COc1ccccc1CCNCc1ccc(OC)c(OC)c1OC
→ -4	-2.8	0	6	7	12	-4	-4	16	4	-192
- C=CCC1C(=O)NC(=S)NC1=O
→ 0	-3.6	-5	-2	-5	14	0	3	20	-6	-7
- Fc1ccc(CNCCc2ccccc2)cc1
→ -8	-1.6	-32	9	-4	-54	8	-4	2	-1	-13
- CCC(=O)N1CC(=O)Nc2ccc(Br)cc2C1c1ccccc1 (stereo not given)
→ 3	-1.5	-15	-11	7	-12	1	4	3	5	0
- CCCCCc1nc2ccccc2c(=O)n1-c1ccc(Cl)cc1[N+](=O)[O-]
→ 4	0.2	10	5	6	-8	5	14	2	-7	-8
- Cc1ccccc1NC1=NCCCS1
→ 13	-0.7	-11	-5	4	-1	19	-3	18	-7	0
- COc1ccc(/C=C2/C(=O)N(Cc3ccco3)C(=O)N(C(C)C)C2=O)cc1
→ -5	-0.2	-35	4	8	-9	5	17	-16	0	2
- CSc1ncc(Br)c(N2CC2)n1
→ 2	-1.6	-16	-9	0	-13	-4	4	-4	-3	-10
- O=C(Cc1ccc(Cl)c(Cl)c1)NCC1(N2CCOCC2)CCCCC1
→ 1	-0.2	18	5	-12	6	5	0	2	2	-3
- C[C@@H]1CN(C2CCC(C#N)(c3ccc(F)cc3)CC2)CC[C@]1(C(=O)O)c1ccccc1 (stereo not given in full)
→ -9	0.2	-12	79*	-20	-12	5	10	8	-2	-9
- CSc1nnc(C2CCNCC2)n1C
→ 5	0.0	5	-5	1	-5	17	2	15	-5	2
- CCc1ccc(-n2c(O)c(/C=N/N3CCCCC3c3cccnc3)c(=O)[nH]c2=O)cc1 (stereo not given)
→ 2	1.8	9	0	1	24	11	-5	20	10	0
- Cc1ccccc1-n1c(-c2ccoc2)nc2ccccc2c1=O
→ -15	-1.1	30	8	23	-1	7	-1	8	-3	3
- Cc1ccc2c(c1)CNc1ccccc1O2
→ 2	0.7	-1	-11	-17	-25	-6	-1	6	-6	1
- CCCCCCN=Cc1c(O)n(C)c(=O)n(C)c1=O
→ -10	0.4	-54	-4	-2	2	-11	10	1	5	-10
- Cc1ccnc(-n2c(C)nc3ccccc3c2=O)c1
→ -7	-0.4	-7	-9	-4	-21	-30	-8	-19	1	-6
- FC(F)(F)c1ccc2c(c1)nnn2C1CCN(Cc2nnnn2Cc2ccccc2)CC1
→ 2	1.8	-31	-8	-13	-10	21	15	5	8	-1
- C[C@]12CCC3C(CC[C@H]4C[C@@H](O)CC[C@]34C)C1=CC[C@@H]2O (stereo not given in full)
→ -7	-1.8	16	-1	6	-2	8	10	-6	1	3
- C[N+]1(C)C2CC(OC(=O)C(CO)c3ccccc3)CC1C1OC12 (stereo not given)
→ 5	3.3	-19	0	24	-8	11	24	6	-8	8
- COc1ccc(N2C(=O)NC(=O)/C(=C\c3ccccc3[N+](=O)[O-])C2=O)cc1
→ -1	-1.1	-1	2	11	4	7	10	11	23*	10
- O=C1NC(=O)C(CCc2ccncc2)(CCc2ccncc2)C(=O)N1CCc1ccccc1
→ 9	-3.6	-9	-3	-16	4	4	3	-10	2	7
- CCC1(c2cccc(O)c2)CCCCN(C)C1 (stereo not given)
→ -5	0.0	21	-7	-17	-5	8	-1	4	0	-6
- CCOC(=O)c1c(C)[nH]c(C)c1C(=O)C(Cc1ccccc1)N(C)C (stereo not given)
→ -7	0.6	-24	-4	9	3	6	1	4	3	1
- Cc1ccc2[nH]c(=S)n(-c3cccnc3)c(=O)c2c1
→ .	-1.8	-11	-3	-5	-22	-6	2	12	-5	-4
- CCn1cc(/C=c2/sc3n(c2=O)C2c4ccccc4OC(C)(N=3)C2C(=O)OC)c(C)n1 (stereo not given)
→ -11	0.3	-20	1	-22	3	3	11	-14	4	3
- O=C(c1ccc(CNS(=O)(=O)c2ccc(Br)cc2)cc1)N1CCC2(CC1)OCCO2
→ -5	-1.2	16	-12	6	-5	13	6	4	-2	-9
- Cc1ccc(C(=O)C2CN3CCC2CC3)cc1 (stereo not given)
→ 10	1.9	-9	3	-4	1	-12	8	10	1	-7
- Cc1ccccc1NC(=O)c1cc(-c2ccccc2)n(CCCN2CCOCC2)c1C
→ .	-1.9	-39	.	1	8	21	11	20	-3	-11
- CCOC(=O)C1(CCc2ccccc2)CCN(Cc2ccco2)CC1
→ 12	-0.3	15	2	-1	-4	14	7	10	-2	-8
- CC1CN(c2cc([N+](=O)[O-])ccc2Cl)CC(C)N1 (stereo not given)
→ 1	-3.0	4	-1	4	0	-10	-1	5	3	-2
- CCC(C)C(NC(=O)CCCNC(=O)CCC(=O)OC1O[C@H]2OC3(C)CC[C@H]4[C@H](C)CCC(C1C)C24OO3)C(=O)O (stereo not given in full)
→ -11	-2.6	-24	-55	49*	47	68*	9	90*	-1	-4
- Cn1c(O)c(C=NC2C(=O)C3(C)CCC2C3(C)C)c(=O)n(C)c1=O (stereo not given)
→ -12	-0.8	-10	-4	6	-16	-8	1	6	5	-1
- Cc1[nH]c2ccccc2c1C(=O)CN1CC=C(c2ccccc2)CC1
→ -5	-0.2	-12	1	9	8	12	-4	2	3	-6
- CCN1C[C@@]2(COC)C3[C@@H](OC)[C@H]4[C@@H]1[C@@]3(C1C[C@@]3(O)[C@H](OC(=O)c5ccccc5)C1[C@]4(OC(C)=O)[C@@H](O)[C@H]3OC)[C@@H](OC)C[C@H]2O (stereo not given in full)
→ .	-2.1	.	.	.	4	-7	11	-8	2	-13
- O=C1C=C2c3ccccc3CC(C(=O)O)C2CC1 (stereo not given)
→ .	.	-18	.	3	-10	-1	.	27	1	1
- O=C1NCCCCC1(Cl)Cl
→ -7	-0.4	10	-15	-5	3	-5	-8	6	-4	-6
- C=C1C[C@]2(O)[C@@]3(C)CCC(=O)C(C)(C)C3=C(O)C(=O)[C@@]2(C)[C@@H]2C(=O)O[C@@](C)(C(=O)OC)C(=O)[C@@]12C
→ 3	-2.1	-18	5	-5	-39	4	8	-48	3	-14
- CCCCn1c(O)c(C(C)=NCC2CCCO2)c(=O)[nH]c1=O (stereo not given)
→ -17	-1.8	-2	-6	4	0	6	2	-17	-4	-4
- COc1ccc(C[C@H]2NC[C@H](O)[C@H]2OC(C)=O)cc1
→ 15	0.3	71*	91*	89*	95*	93*	3	102*	-1	26*
- Cn1c(O)c(C(=Nc2ccc(F)cc2)c2ccccc2)c(=O)n(C)c1=O
→ -15	-0.5	-54	-4	11	0	6	7	6	7	1
- CCc1cc(=O)oc2cc(OCC(=O)N3C[C@H]4C[C@@H](C3)c3cccc(=O)n3C4)ccc12
→ -6	-1.5	17	-24	-4	-5	-11	1	14	-8	10
- COC(=O)C1=C(c2ccccc2)C[C@@H]2CC[C@H]1N2C(=O)NCc1ccc(F)cc1
→ 8	0.0	18	-2	7	-5	-4	2	-4	0	1
- Cc1cc[n+](Cc2ccccc2)cc1
→ 5	-1.8	14	3	19	5	0	4	10	-3	-14
- CC(=O)OC(C)(C)/C=C/C(=O)[C@](C)(O)[C@H]1[C@H](O)C[C@@]2(C)[C@@H]3CC=C4[C@H](C[C@H](O)C(=O)C4(C)C)[C@]3(C)C(=O)C[C@]12C
→ -4	-0.5	.	51*	.	16	50	-15	49	11	14
- CCOC(=O)N(C)c1ccc(C(O)(C(=O)OC)C(F)(F)F)cc1 (stereo not given)
→ 0	-0.5	5	-11	2	-4	5	13	9	-5	-6
- Cc1sc2ccccc2c1CC1=NCCN1
→ -9	0.0	12	10	-13	6	6	0	0	-6	-6
- CN(C)CCNC(=O)c1cccn(Cc2cccc(C(F)(F)F)c2)c1=O
→ .	-1.1	19	0	-2	-3	8	6	-1	-4	-20
- C[C@H](NC(=O)N1C[C@H]2C[C@@H](C1)c1cccc(=O)n1C2)C(=O)Nc1cccc(F)c1
→ 1	-1.4	10	-2	-17	-15	8	14	3	-6	4
- Cc1ccc(C)c(NC(=O)CCNC(=O)N2C[C@H]3C[C@@H](C2)c2cccc(=O)n2C3)c1
→ -5	0.7	-20	-1	-5	9	-1	1	-2	5	-10
- COc1ccc(NC(=O)c2cn(CCC#N)nc2-c2cccc([N+](=O)[O-])c2)cc1
→ 1	0.9	19	4	6	-29	13	6	0	-6	-9
- CC(=O)c1c(C)n(CC2CCCO2)c2ccc(O)cc12 (stereo not given)
→ -3	-0.8	26	4	20	-6	12	3	-6	1	3
- COc1ccc(S(=O)(=O)N2Cc3cnnn3-c3ccccc3C2C#N)cc1 (stereo not given)
→ 4	-0.8	34	1	-28	-10	12	-1	-1	1	-15
- CC(C)CN1CCN(Cc2ccc(C(F)(F)F)cc2)CC1CCO (stereo not given)
→ 4	2.6	15	-4	17	-16	6	-2	-2	3	0
- C=CCc1ccc(OC)cc1
→ -1	-1.2	-26	-26	-6	5	24	0	12	0	5
- COc1ccccc1-n1c(O)c(C=NC2CC2)c(=O)[nH]c1=O
→ -6	-1.3	-2	0	-9	-13	-3	4	1	4	-9
- CC1CCCCN1CC(O)c1c[nH]c2ccccc12 (stereo not given)
→ -10	-1.6	-7	5	-16	-3	2	2	-1	-12	-2
- O=C(COc1ccc2ccccc2c1)N1CCN(C2CCN(Cc3ccccc3)CC2)CC1
→ -4	0.8	15	0	8	-1	9	3	-5	-2	8
- C/C(=N\NC(=O)c1ccccc1)c1c(O)n(Cc2ccccc2)c(=O)[nH]c1=O
→ .	-1.5	-11	.	-61	-69	-53	0	-98	6	-13
- O=C(c1cccc(Cl)c1)C1CCCN(Cc2ccon2)C1 (stereo not given)
→ 2	-1.8	-7	2	13	-10	11	-2	9	1	-6
- CN1C2CCC1C(C(=O)O)C(OC(=O)c1ccccc1)C2 (stereo not given)
→ 2	-1.6	7	-4	6	-68	9	12	12	5	11

The listing continues:
Under each structure: TLR9-MyD88 inh	MC4R ag barr	SRC2 inh	LMP1 NFkB inh	NR2F2 inh	SRC1 inh	NCOA3 inh	MC4R antag cAMP	LRH-1 inv ag	ABHD5 PLIN5 PPI	NOD2-RIPK2 inh
- Cc1cc(=O)oc2cc(OCC(=O)N3CCN(C(C)c4ccccc4)CC3)c(Cl)cc12 (stereo not given)
→ -6	-2.2	-8	-7	3	18	13	1	-11	-6	5
- COc1cccc(-n2c(/C=C/c3ccccn3)nc3ccccc3c2=O)c1
→ 4	-0.2	2	-5	0	13	-18	-3	9	-3	-5
- Cn1cc(C(=O)OCC(=O)N2CCCC2)c2ccccc21
→ -1	-1.4	-14	-2	-17	-5	11	-3	2	-5	4
- CC(C)(C)n1cc(C(=O)c2ccccc2OCCCF)cn1
→ -2	-2.2	19	-7	-10	-11	-2	-5	9	-3	-12
